# RXFP1 ag – agonists of human relaxin receptor RXFP1; Q9HBX9; HEK293T-RXFP1 cAMP TR-FRET, 30 min; response scale: percent of porcine relaxin response, buffer zero; Potency, µM (series often up to 57.5 µM), without a hit: top-dose activation, usual class: activators; 370,000 tested, 0.3% active; AID 2676; note: potency is the fitted concentration of half-maximal effect; % is set by controls: 0 for no effect and ±100 for the full control effect; nearly all actives have a fitted effect of over 60% in size; many of its hits are not listed in these tables
# Target sequence (Q9HBX9 whole entry, looked up): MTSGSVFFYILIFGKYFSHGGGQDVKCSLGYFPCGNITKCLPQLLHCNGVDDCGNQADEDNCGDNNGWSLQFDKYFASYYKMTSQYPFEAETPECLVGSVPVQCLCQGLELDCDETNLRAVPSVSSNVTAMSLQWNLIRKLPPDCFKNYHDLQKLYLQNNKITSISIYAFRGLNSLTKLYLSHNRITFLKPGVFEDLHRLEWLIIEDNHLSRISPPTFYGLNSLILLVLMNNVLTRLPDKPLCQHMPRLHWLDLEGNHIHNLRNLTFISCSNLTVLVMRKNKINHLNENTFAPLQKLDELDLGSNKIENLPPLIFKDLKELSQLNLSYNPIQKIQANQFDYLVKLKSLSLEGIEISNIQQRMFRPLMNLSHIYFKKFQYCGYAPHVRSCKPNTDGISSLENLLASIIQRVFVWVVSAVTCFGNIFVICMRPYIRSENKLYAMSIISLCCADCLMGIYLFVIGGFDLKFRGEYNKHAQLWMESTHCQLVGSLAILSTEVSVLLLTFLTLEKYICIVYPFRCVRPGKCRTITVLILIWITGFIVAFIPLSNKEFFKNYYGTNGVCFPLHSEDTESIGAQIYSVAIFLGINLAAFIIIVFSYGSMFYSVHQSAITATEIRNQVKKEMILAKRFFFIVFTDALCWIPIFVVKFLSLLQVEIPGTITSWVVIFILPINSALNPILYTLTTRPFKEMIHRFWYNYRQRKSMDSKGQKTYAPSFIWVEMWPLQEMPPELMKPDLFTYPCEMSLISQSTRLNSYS
#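 HEK293 cells stably expressing RXFP1, treated 30 min at 37C with compounds plus PDE4 inhibitor Ro 20174; cAMP measured by HTRF TR-FRET. Normalized to buffer and 29 nM porcine relaxin; EC50 by Hill fit.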
# USP1 inh – inhibitors of human USP1/UAF1 deubiquitinase; O94782; recombinant USP1/UAF1, Ub-Rhodamine cleavage fluorescence; Potency, µM (top dose mostly 57.1 µM), without a hit: at the top dose activity change, negative = inhibition, actives largely listed as inhibitors; 390,000 tested, 0.23% active; AID 743255; note: potency is the fitted concentration of half-maximal effect; % is set by controls: 0 for no effect and ±100 for the full control effect; nearly all actives have a fitted effect of over 60% in size; inactives centre near -12
#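 1 nM enzyme complex + cpd, 15 min RT; start with Ub-Rho 150nM final; kinetic fluorescence ex 480/em 540, 6 reads q60 s. Buffer 50mM HEPES pH 7.8, 0.5mM EDTA, 0.1 mg/ml BSA, 1mM TCEP, 0.01% Tween-20.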
# PI4K2A block – blocks human PI4K2A kinase activity. purified PI4K2A, ADP-Glo luminescence, 1 h; active compounds read low. 420,000 tested, 0.13% active. activity change, negative = inhibition, % at 76.9 µM. Q9BTU6; in the data active = activity change below about -50%; inconclusive = mostly about -30% to -49%;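 note: -100% = wells without enzyme as full effect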
#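 In this quantitative HTS, ADP production by PI4K2A was quantified luminescently after 1 h at ambient temperature; 100 microM adenosine served as plate-quality control.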
# Vif-APOBEC3F blk – inhibitors of Vif-A3F interaction; Potency, µM (highest dose often 46.1 µM), without a hit: top-dose activity, negative = active; 390,000 tested, 0.2% active; HeLa A3F-eYFP + Vif (tagged APOBEC3F with the HIV-1 protein that degrades it), YFP fluorescence increase; note: potency is the fitted concentration of half-maximal effect; % of control where 0% means no effect; nearly all actives have a fitted effect of over 65% in size
#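 Fluorescence increase (Ex 488/Em 500-530) after overnight compound treatment at 37 deg C flags inhibition of Vif-driven A3F-eYFP loss in stable HeLa A3F-eYFP/Vif cells seeded overnight beforehand.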
# TrxR1 substrate – rat thioredoxin reductase 1 substrate activity. O89049. purified TrxR1 substrate turnover, NADPH consumption readout. Potency, µM (top dose mostly 114 µM), inactives show at the highest dose activity change, negative = substrate turnover. 390,000 tested, 0.01% active. AID 588456; note: potency is the fitted concentration of half-maximal effect; % is set by controls: 0 for no effect and ±100 for the full control effect; nearly all actives have a fitted effect of over 50% in size
#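 Rat TrxR1, dispensed at 90 nM, was prereduced with 400 uM NADPH (final) for 5 min at ~22 deg C, then incubated with compound 15 min before 400 uM selenite. A first-read NADPH fluorescence drop versus no-compound background flagged substrates.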
# LDHA inh – inhibitors of human lactate dehydrogenase A; 480,000 tested, 0.15% active; P00338; activity change, % (values are at about 110 or 230 µM); purified LDHA, NADH/diaphorase-resazurin fluorescence; active compounds read low; AID 1347041; in the data active = activity change below about -30%; inconclusive = mostly about -25% to -30%;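 note: plate controls were DMSO wells for no effect and wells without enzyme for full effect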
#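 LDH5 2 nM; NADH 0.06 mM, pyruvate 0.2 mM; 200 mM Tris pH 7.4, EDTA, Tween-20; 5 min RT. Detection: diaphorase 0.133 mg/mL + resazurin 37 µM, fluorescence ex540/em590 at 0 and 20 min; normalized to enzyme-free and DMSO wells.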
# GRP78 ERSR act – ER stress response induction in glioma; U87-MG GRP78 promoter luciferase reporter, 16 h; 420,000 tested, 0.02% active; Potency, µM, inactives show top-dose activation, most hits filed as activators; AID 602332; note: potency is the fitted concentration of half-maximal effect; series mostly up to about 76 µM; % of control where 0% means no effect; nearly all actives have a fitted effect of over 35% in size
#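 ERSR induction read as luciferase luminescence (Bright-Glo, 10 min at room temperature) in stably transfected human U87-MG glioma cells exposed to compounds for 16 h, using GRP78 as sensor.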
# Vif-A3G inh – inhibitors of Vif-APOBEC3G interaction. Q9HC16. Potency, µM (top dose mostly 46.1 µM), for the others: at the top dose activity, negative = active, hits mostly inhibitors. AID 602310. 410,000 tested, 0.076% active. HeLa A3G-eYFP + Vif (tagged APOBEC3G with the HIV-1 protein that degrades it), YFP fluorescence, overnight;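 note: potency is the fitted concentration of half-maximal effect; % is set by controls: 0 for no effect and ±100 for the full control effect; nearly all actives have a fitted effect of over 60% in size; hits raise eYFP signal because A3G escapes Vif-driven loss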
#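 Read-out is eYFP fluorescence (Ex 488/Em 500-530) from Vif-expressing HeLa A3G-eYFP cells; more signal means A3G escaped Vif-mediated degradation. Cells plated overnight, compound pinned in, incubated overnight at 37 deg C.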
# IDH1 R132H inh – human IDH1 R132H inhibition; IDH1-R132H enzyme, NADPH consumption, diaphorase/resazurin fluorescence; Potency, µM (highest dose often 76.6 µM), without a hit: at the top dose activity change, negative = inhibition, usual class: inhibitors; 390,000 tested, 0.093% active; note: potency is the fitted concentration of half-maximal effect; % is set by controls: 0 for no effect and ±100 for the full control effect; nearly all actives have a fitted effect of over 65% in size
#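 IDH1-R132H (0.5 ug/mL dispensed) in pH 7.5 Tris buffer was preincubated 30 min with compound, then given a substrate mix of 0.016 mM NADPH and 2 mM alpha-KG for 80 min at room temperature; remaining NADPH was read by diaphorase/resazurin fluorescence.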
# * marks the source's active call; other numbers are inactive results; ? = inconclusive; / = not tested or not shown; [ ] = another dose, or the depositor's remark. Unless noted, calls come from the whole dose curve; as a rule, active = well fitted curve in the direction sought with a large enough effect; inconclusive = small, poorly fitted or top-dose-only effect, or another doubt; inactive = no such curve, though single readings can be large; an effect the other way counts as inactive or inconclusive.
SMILES,RXFP1 ag,USP1 inh,PI4K2A block,Vif-APOBEC3F blk,TrxR1 substrate,LDHA inh,GRP78 ERSR act,Vif-A3G inh,IDH1 R132H inh
CCc1nnc(NC(=O)c2cccc(S(=O)(=O)N3CCCCC3)c2)s1,0.2%,-15%,0,-15%,-7%,-9,-2%,-1%,5%
CCOc1ccccc1N(C)C(=O)Cn1cnc2onc(-c3ccc(F)cc3)c2c1=O,5.6%,-30%,-8,4%,-9%,-3,-3%,2%,8%
CCOC(=O)c1sc2nc(C3CC3)cc(-c3ccc(F)cc3)c2c1N,6.7%,-16%,1,-1%,41%[activator],-2,-4%,-7%,4%
O=C(Cc1c(C(=O)O)[nH]c2ccc(Cl)cc12)Nc1ccc2c(c1)OCCO2,-0.6%,-19%,2,3%,-5%,-12,-2%,-7%,-13%
O=C(N/C(=C/c1ccc(F)cc1)C(=O)N1CCCC1)c1ccccc1,-1.1%,-11%,0,0%,3%,-5,-1%,-5%,-5%
CCc1nnc(NC(=O)CSc2nc3c(c(=O)n2CC)SC(C)C3)s1 (configuration not stated),1.7%,-3%,0,-11%,3%[57.1 µM],-4,-2%,2%,-8%
C#CCOCCOCCOCCNc1nc(N2CCN(C(=O)Cn3cc(CCCCN)nn3)CC2)nc(N2CCN(C(=O)Cn3cc(CCCCN)nn3)CC2)n1,1.3%,-18%,-5,1%,-4%[57.1 µM],0,0%,2%,26%
COCCNC(=S)N1CCN(C/C=C/c2ccccc2)CC1,-2.0%,-12%,-3,2%,0%,1,-4%,-1%,18%
CCOc1ccc(-n2c(C)nc3cc(C(=O)NC4CCCC4)ccc32)cc1,-1.3%,-26%,3,4%,-9%[57.1 µM],3,-3%,0%,-9%
COc1ccc(CNC(=O)CCC2N=C3c4ccccc4N=C(SCC(=O)NCC4CCCO4)N3C2=O)cc1 (configuration not stated),16%,-20%,2,7%,14%,1,-6%,7%,0%
O=C(NC1CCCCCCC1)c1ccc(F)c(S(=O)(=O)N2CCOCC2)c1,2.5%,-7%,-2,-3%,-5%,-9,2%,2%,-1%
C[C@H]1COC(=O)[C@@H](Cc2ccc(F)cc2)C/C=C\C[C@H](CC(=O)NCCO)C(=O)N1,/,-6%,3,1%,-3%,-6,-1%,-17%,-2%
O=C(COC(=O)Cc1ccccc1)NCc1ccc2c(c1)OCO2,/,-1%,3,-3%,-5%,-5,-3%,1%,2%
CCOC(=O)c1cc(C(=O)NNC(=O)c2cccc([N+](=O)[O-])c2)c(C)nc1C,-0.2%,-17%,6,4%,1%[57.1 µM],-3,-5%,0%,-3%
CCn1c(-c2cccnc2)n[nH]c1=S,-0.7%,-17%,-4,-7%,11%,-2,4%,1%,-1%
CCN(CC)c1ccc(/C=N/NC(=O)c2cc(C)nc3ccccc23)cc1,2.8%,-20%,-1,5%,-2%[57.1 µM],-5,-3%,-24%,0%
CC(C)(C)c1nnc(NC(=O)c2cccs2)s1,1.0%,10%,-8,1%,?,-2,-5%,-5%,6%
Cc1cccc(N2C(=O)CSC23C(=O)N(CC(=O)NCCc2ccccc2)c2ccccc23)c1 (configuration not stated),-2.8%,-31%,2,5%,0%,7,-7%,-2%,8%
CNC(=S)N1N=C2c3ccccc3CCC2C1c1ccccc1Cl (configuration not stated),-2.3%,?,-3,1%,-8%,-7,4%,-13%,-6%
CC(C)(C)OC(=O)N1CCCC(C(=O)Nc2cccc(C(=O)NCCc3ccccc3)c2)C1 (configuration not stated),/,-7%,-5,9%,-4%,-1,1%,-4%,-2%[38.3 µM]

# Results in Vif-A3G inh, USP1 inh and TrxR1 substrate (4 entries from above):
smiles	Vif-A3G inh	USP1 inh	TrxR1 substrate
C[C@H]1COC(=O)[C@@H](Cc2ccc(F)cc2)C/C=C\C[C@H](CC(=O)NCCO)C(=O)N1	-17%	-6%	-3%
O=C(COC(=O)Cc1ccccc1)NCc1ccc2c(c1)OCO2	1%	-1%	-5%
CCOC(=O)c1cc(C(=O)NNC(=O)c2cccc([N+](=O)[O-])c2)c(C)nc1C	0%	-17%	1%[57.1 µM]
CCn1c(-c2cccnc2)n[nH]c1=S	1%	-17%	11%

# Further results follow.
SMILES,RXFP1 ag,USP1 inh,PI4K2A block,Vif-APOBEC3F blk,TrxR1 substrate,LDHA inh,GRP78 ERSR act,Vif-A3G inh,IDH1 R132H inh
CC(=O)Nc1c(O)cc(Br)c2nonc12,/,/,/,/,-2%,1,-2%,-1%,/
Cc1ccccc1CS(=O)(=O)c1cn(CC(=O)N2CCC(C)CC2)c2ccccc12,0.9%,-17%,-1,4%,-4%,-7,1%,1%,4%
O=C1CSC(=NC(=O)c2ccccc2)N1,-0.1%,-23%,2,-11%,-8%,2,0%,-8%,0%
CCCCOC(=O)COc1ccc(Cl)cc1Cl,1.4%,-13%,1,0%,8%,-1,0%,-3%,-1%
Cc1ccc2nc(Nc3nc(CSc4nnc(C)s4)cc(=O)[nH]3)nc(C)c2c1,7.6%,-10%,1,4%,1%[57.1 µM],-6,6%,2%,-9%
CN1CCN(C(=O)/C(=C/c2ccc(F)cc2)c2ccsc2)CC1,4.2%,-22%,3,5%,-8%,-3,-5%,1%,2%
CCCCn1c(N)c(N(CCC(C)C)C(=O)COC(=O)c2cccnc2OCC)c(=O)[nH]c1=O,-0.2%,-3%,1,-15%,-1%,-9,-4%,-2%,-14%
CCOC(=O)C1=C(O)CSC1=Nc1ccc(C)cc1,-1.2%,-17%,-2,-2%,7%[57.1 µM],-9,-3%,-2%,-4%
CC1(C(=O)Nc2cccc3c2CCCC3)CCN1C(=O)C1(c2ccccc2)CC1 (configuration not stated),/,/,1,/,/,-1,-3%,-11%,/
O=C(Nc1cccnc1)c1ccc(-c2ccccc2)cc1,2.3%,-25%,-5,2%,3%,-2,6%,-7%,-1%
CCN(CC)CCCNc1oc(/C=C/c2ccccc2)nc1C#N,?,1%,-6,6%,886%[activator],-12,-1%,-2%,-8%
Cc1ccc(NC(=S)Nc2ccc3cn[nH]c3c2)cc1,3.7%,-17%,-1,2%,1%,11,-3%,-2%,7%
OC(CN1CCCCC1)Cn1c(C(F)(F)F)nc2ccccc21 (configuration not stated),0.8%,-22%,-3,-5%,8%[57.1 µM],-4,3%,-2%,3%
COc1ccc(Cc2nnc(NC(=O)Nc3ccc(F)cc3)s2)cc1,0.1%,-6%,2,10%,0%,-6,-3%,3%,-8%
O=C(CCS(=O)(=O)c1ccc(Br)cc1)N1CCN(c2ccccc2)CC1,1.7%,-16%,-4,-2%,-8%[57.1 µM],3,-5%,1%,2%
COc1cccc(-c2nn(C)c3sc(C(=O)NCCc4ccc(Cl)cc4)cc23)c1,4.9%,-26%,-1,-11%,23%,-5,-2%,-12%,-2%
CCN(CC)C(=O)c1ccc(COc2ccccc2Br)o1,2.3%,-1%,5,-4%,5%,-6,5%,2%,15%
Cc1ccc(N(Cc2ccccc2)C(=O)CSC(C)C(=O)Nc2cc(C)on2)cc1 (configuration not stated),/,-2%,-2,-3%,/,4,5%,1%,-5%
CO/N=C/C(C#N)=C/c1ccc(OC)cc1,-0.6%,-25%,2,5%,3%[57.1 µM],-7,2%,-7%,-1%
C#CCOc1ccccc1/C=N/NC(=O)c1ccccc1OCc1ccccc1,-0.9%,-21%,-3,-4%,-3%,-2,-2%,1%,0%
COc1ccc(/C(C)=N/NC(=O)CNC(=O)CCc2ccccc2)c(OC)c1,-1.6%,-6%,3,14%,9%[57.1 µM],0,-4%,-21%,3%
CCOC(=O)CC(=O)Nc1cc(Cl)ccc1O,2.4%,-19%,7,-5%,17%[57.1 µM],-2,-3%,-5%,2%
CC(NC(=O)CN1C(=O)NC(C)(c2cccc3ccccc23)C1=O)c1ccccc1 (configuration not stated),-0.7%,-14%,-2,-4%,0%[57.1 µM],1,-5%,2%,4%
CCOc1ccc(-c2c(C(=O)N/N=C(\C)c3cccs3)nnn2-c2nonc2N)cc1,1.8%,-10%,10,-1%,3%,-1,-6%,-2%,10%
CCc1cc2c(=O)[nH]c(COC)nc2s1,1.1%,0%,3,20%,10%[57.1 µM],-12,-3%,-1%,5%
CC(Oc1ccccc1)C(=O)N1CCC2(CC1)Oc1ccc(F)cc1C(=O)C21CC(c2ccc(Cl)cc2)=NO1 (configuration not stated),/,-27%,-2,-2%,-10%[57.1 µM],3,-5%,-13%,2%
O=C(CSc1nc2ccc([N+](=O)[O-])cc2[nH]1)NC1CCCCC1,0.1%,0%,1,2%,1%,0,-2%,3%,2%
CCN(C(=O)CSc1nnc(SC(C)C)s1)C1CCS(=O)(=O)C1 (configuration not stated),0.6%,-27%,1,8%,1%,-4,-3%,1%,-11%
CCOc1cc([N+](=O)[O-])cc(/C=N/NC(=O)c2c(-c3ccccc3)noc2C)c1O,0.1%,?,-9,2%,-3%,0,-3%,0%,-7%
COc1cc(C(=O)O)ccc1OC(C)=O,-0.6%,-14%,-2,4%,14%,-17,8%,-2%,-2%
Cc1ccccc1OCCC(=O)Nc1cc(S(=O)(=O)N2CCCCC2)ccc1N1CCN(C)CC1,/,-16%,4,6%,-1%,-2,-3%,0%,-9%
CC(C)CNC(=O)C1(C)CCCN1C(=O)CCc1cccs1 (configuration not stated),/,/,-6,/,/,1,1%,0%,/

# These rows are one share of the data, so the mix of outcomes need not match the whole.
